RmlCD inh 1536 = blocks M. tuberculosis RmlC and RmlD coupled enzymes; P9WH09+P9WH11; inhibition, % at 3.6 µM; RmlC+RmlD coupled enzyme assay, percent inhibition; primary screen in compound mixtures; hit rate 0.03% among 160,000; in the data active = inhibition mostly above about 34%, no sharp cut-off; inconclusive = no clear call, values can overlap the other calls; inactive = mostly below about 22%; note: some results filed as inactive read as strong as hits
Target sequence (P9WH09 whole entry, looked up): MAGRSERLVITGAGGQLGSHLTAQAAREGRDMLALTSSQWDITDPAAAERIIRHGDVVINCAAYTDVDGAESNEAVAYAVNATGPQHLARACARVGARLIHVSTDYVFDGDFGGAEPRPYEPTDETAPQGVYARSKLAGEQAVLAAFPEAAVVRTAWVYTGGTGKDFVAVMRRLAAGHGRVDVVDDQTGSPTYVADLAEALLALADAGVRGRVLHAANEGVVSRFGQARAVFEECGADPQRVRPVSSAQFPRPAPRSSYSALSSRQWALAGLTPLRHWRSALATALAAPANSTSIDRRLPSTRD
Target sequence (P9WH11 whole entry, looked up): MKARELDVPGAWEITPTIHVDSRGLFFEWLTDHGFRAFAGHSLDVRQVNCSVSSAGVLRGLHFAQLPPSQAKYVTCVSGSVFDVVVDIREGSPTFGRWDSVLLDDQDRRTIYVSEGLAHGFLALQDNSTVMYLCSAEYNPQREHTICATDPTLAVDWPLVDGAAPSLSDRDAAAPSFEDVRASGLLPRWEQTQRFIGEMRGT
M. tuberculosis GlmU = inhibition of mycobacterial GlmU enzyme – biochemical, glucosamine-1-phosphate acetyltransferase (AID 1376); inhibition, %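 (tested at 30 µM in the primary screen)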, or IC50 in µM where a hit was titrated; hit rate 0.25% among 220,000; M. tuberculosis GlmU acetyltransferase enzyme assay; higher % means a stronger effect; in the data active = inhibition above about 13%; inconclusive = no clear call, values can overlap the other calls;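 note: 0% = complete reaction with vehicle and 100% = reaction without substrate; strong numbers were not always called active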
Numbers without * were called inactive; ? = inconclusive; . = no result given; & = joins results of further samples. Some of the compounds tested; count on the stated rates, not on these rows.

SMILES	RmlCD inh 1536	M. tuberculosis GlmU
COc1cc(/C=C(\C#N)c2[nH]nc(N)c2C#N)cc(OC)c1O	-8.1	2.9%
CCC(=O)c1c[nH]c(C(=O)NCC2CCCO2)c1 (centres undefined)	-5.8	1.6%
O=C(Nc1cccc(S(=O)(=O)N2CCOCC2)c1)c1ccco1	-6.5	1.2%
CC1(C)C(C=C(Cl)Cl)C1C(=O)N(Cc1ccc(Cl)cc1)C1CCS(=O)(=O)C1 (centres undefined)	-9.0	-5.1%
O=C(c1cccs1)n1cc(C(=S)N2CCOCC2)c2ccccc21	-10.7	-1.5%
CCOc1ccc2c(c1)-c1c(ssc1=S)C(C)(C)N2C(=O)CSC1=NCCS1	2.1	-2.8%
CCCc1nc(NC(C)=O)c(C#N)c(-c2ccco2)c1CC	12.6	-1.8%
O=C(/C=C/c1ccc(Cl)cc1)Nc1ccc(S(=O)(=O)Nc2ncccn2)cc1	-2.7	0.3%
N#Cc1c(-c2ccccc2)nc(N2CCOCC2)[nH]c1=O	.	4.0%
O=C(Cn1cnc2ccccc2c1=O)c1ccc(Cl)cc1	.	-0.8%
CC(C)(C)OC(=O)N[C@@H](Cc1ccccc1)c1nnc(S(=O)(=O)Cc2cccc(F)c2)o1	1.9	-5.3%
Cc1cccc(C2C3=C(Nc4[nH]n(-c5ccccc5)c(=O)c42)c2ccccc2C3=O)c1 (centres undefined)	59.2	14.6%*
CC(C)CNc1nc(Oc2ccc(=O)n(-c3ccccc3)n2)nc(N2CCOCC2)n1	.	1.7%
COc1ccc(OCc2nnc(SCC(=O)NCc3ccco3)o2)cc1	5.0	-5.4%
Cn1cc(-c2nnnn2-c2ccc(Cl)cc2)c(=O)c2ccccc21	7.2	-0.3%
Cc1ccc(-c2nc(CS(=O)CC(=O)NCCC(C)C)c(C)o2)cc1 (centres undefined)	4.2	2.1%
Cc1occc1C(=O)N/N=C/C1=C(N2CCOCC2)C(=C\c2ccc(Cl)cc2)/CC1	-7.4	0.6%
N#Cc1c(/N=C/C2C(=O)NC(=S)NC2=O)sc2c1CCCC2	4.3	0.7%
CN1CCN(CC(=O)Nc2c(C#N)cnn2-c2ccccc2)CC1	-5.4	1.3%
NC(N)=NC(=O)c1nc(Cl)c(N)nc1N	.	-3.2%&2.0%&0.5%
O=C(Cc1cccc(C(F)(F)F)c1)NCc1cccc(Cl)c1	-6.6	0.3%
Cn1c(O)c(N=NC(=O)c2cccc(S(=O)(=O)N3CCCCC3)c2)c2ccccc21	4.1	1.7%
COc1ccc(-c2[nH]ncc2CN2CCCO2)cc1F	.	-1.1%
NC(=O)N/N=C/c1cn(CC(=O)Nc2ccc(F)cc2)c2ccccc12	-2.9	-0.2%
CCN(CC)CCCNC(=S)N(Cc1cccnc1)Cc1cc2cc(C)cc(C)c2[nH]c1=O	-4.6	3.5%
More results follow.
SMILES	RmlCD inh 1536	M. tuberculosis GlmU
COc1ccc(NC(=S)Nc2ccc(Oc3ccccc3)cc2)cc1	34.0	-4.8%
CC(C)Oc1ccc(NC(=O)Oc2ccccc2)cc1	-6.9	1.1%
COc1ccc(CCn2c(SCCN3CCCCC3)nc3ccccc3c2=O)cc1OC	6.8	-1.2%
COc1ccc(CNC(=O)C23CN(Cc4ccccc4)CC2C(c2ccc([N+](=O)[O-])cc2)=NO3)cc1 (centres undefined)	10.0	-1.8%
Cc1ccc(S(=O)(=O)N/N=C/c2ccc(OS(=O)(=O)c3ccc(C)c([N+](=O)[O-])c3)cc2)cc1	3.7	0.1%
CN1CCOC(=O)/C1=N/Nc1cc(Cl)ccc1Cl	-10.8	0.4%
Cc1cccc2c(CCNC(=O)c3ccc([N+](=O)[O-])cc3)c[nH]c12	-8.8	-1.2%
CCOCCCn1c(=S)[nH]c2cc(C(=O)N3CCC(C(N)=O)(N4CCCCC4)CC3)ccc2c1=O	-0.4	1.6%
Nc1ccc2c(c1)oc1ccccc12	.	-0.5%
NS(=O)(=O)c1cccc(NC(=S)NC(=O)C23CC4CC(CC(C4)C2)C3)c1	-11.5	-4.2%
O=C(c1cc(-c2cccs2)on1)N1CCN(c2ccc(F)cc2)CC1	0.0	2.0%
COc1ccc(CNCC(=O)Nc2cc(C)nn2-c2nc(C)cc(C)n2)cc1OC	15.5	-1.4%
CC(=O)NCc1cn2c(C)csc2n1	.	-6.0%
CN(C)CCCN(C(=O)c1ccco1)c1nc2c(F)cccc2s1	2.7	-6.7%
COc1ccc(C)cc1NC(=O)COC(C)=O	0.0	0.2%
COc1ccc(N(CC(=O)N/N=C/c2ccco2)S(=O)(=O)c2ccccc2)cc1Cl	-9.6	0.9%
COc1ccc(-c2nnc(SCc3ccccc3F)o2)cc1OC	7.6	-0.4%
C/C(=N/NC(=O)c1ccc(Br)o1)c1ccc(C)o1	0.6	8.2%
COc1cc(/C=N/NC(=O)c2ccc(O)cc2)ccc1Oc1ccc([N+](=O)[O-])cn1	7.3	-3.1%
CC(C)NS(=O)(=O)c1ccc(OCC(=O)NCC2CCCO2)c(Cl)c1 (centres undefined)	19.2	0.1%
CCOc1ccc(NS(=O)(=O)c2ccc3c(c2)N(C(C)=O)CC3)cc1	-7.2	-4.6%
N=c1c(-c2nc3ccccc3[nH]2)cc(C(=O)c2cccs2)nn1-c1ccccc1	.	4.6%
COc1ccc(N2C(=O)C3ON(C4SC(=S)N(C)C4(C)C)C(c4ccc(Cl)cc4)C3C2=O)cc1 (centres undefined)	.	1.3%
CCOC(=O)c1c(-c2ccccc2)csc1NC(=S)N(CC)CC	0.9	-5.7%
COc1cc(/C=C/C(=O)Nc2ccc(C(C)=O)cc2)cc(OC)c1OC	2.1	-2.1%

Reformatted: entries from further up.
Values run as follows: RmlCD inh 1536 | M. tuberculosis GlmU
> COc1ccc(NC(=S)Nc2ccc(Oc3ccccc3)cc2)cc1
 : 34.0 | -4.8%
> CC(C)Oc1ccc(NC(=O)Oc2ccccc2)cc1
 : -6.9 | 1.1%
> COc1ccc(CCn2c(SCCN3CCCCC3)nc3ccccc3c2=O)cc1OC
 : 6.8 | -1.2%
> COc1ccc(CNC(=O)C23CN(Cc4ccccc4)CC2C(c2ccc([N+](=O)[O-])cc2)=NO3)cc1 (centres undefined)
 : 10.0 | -1.8%
> Cc1ccc(S(=O)(=O)N/N=C/c2ccc(OS(=O)(=O)c3ccc(C)c([N+](=O)[O-])c3)cc2)cc1
 : 3.7 | 0.1%

New compounds follow.
SMILES	RmlCD inh 1536	M. tuberculosis GlmU
Fc1ccccc1N1CCN(Cc2nc(-c3ccccc3)no2)CC1	2.8	2.8%
Cc1ccc(NC(=S)NNC(=O)c2ccccc2OC(F)F)cc1	9.6	.
COc1ccc(NC(=S)NC(NC(=O)C(C)C)C(Cl)(Cl)Cl)c([N+](=O)[O-])c1 (centres undefined)	3.9	5.4%
CCN(CC)CCC(=O)Nc1ccc2c(c1)N(C(=O)CN(CC)CC)c1ccccc1CC2	.	-7.0%
O=C(O)CCCn1c(=S)[nH]c2c(sc3ccc([N+](=O)[O-])cc32)c1=O	7.3	-3.4%
Cn1ncc(Cl)c1C(=O)N1CCCc2ccccc21	.	1.6%
S=C(N=Nc1ccccc1)NNc1ccccc1	.	-3.6%
Cc1ccc2[nH]c(C)c(CCNC(=O)c3c(N)no[n+]3[O-])c2c1	-9.9	-3.0%
CC(=O)Nc1cccc(/C(C)=N/NC(=O)c2cccc(S(=O)(=O)N3CCOCC3)c2)c1	11.5	-7.3%
Cc1ccc2nc(-c3cccc(S(=O)(=O)N(C)C)c3)cn2c1	.	-1.0%
COC(=O)C1=C(C)N(C)C(C)=C(C(=O)OC)C1c1ccncc1	4.7	2.1%
CC1=NN(c2ccccc2)C(=O)C1=C(C)C	-11.2	-1.8%
O=c1cc(O)nc(SCc2ccccc2Cl)[nH]1	.	2.8%
COc1ccc(-c2n(-c3ccccn3)c3ccccc3[n+]2-c2ccccn2)cc1	.	-1.9%
Cc1cc(Br)ccc1N1C(=O)CC(=O)NC1=O	.	-2.9%
COc1ccc(NC(=O)c2onc(C)c2Cl)cc1	12.0	-0.6%
CN(C)S(=O)(=O)c1cccc(NC(=O)COC(=O)/C=C/c2ccc3c(c2)OCO3)c1	6.7	0.8%
Cc1c(NC(=O)C2CCCCN2S(=O)(=O)c2ccc(Cl)cc2)c(=O)n(-c2ccccc2)n1C (centres undefined)	-0.1	2.8%
CC(C)OCCCNc1ncc2c(n1)CC(c1cccs1)CC2=O (centres undefined)	.	6.4%
O=C(/C=C/c1ccccc1)NNC1=NS(=O)(=O)c2ccccc21	-5.2	5.9%
CCC(C)(C)NC(=O)C(c1ccc(F)cc1)N(Cc1ccco1)C(=O)CCC(=O)Nc1ccccn1 (centres undefined)	7.3	3.3%
Cc1cccc(C)c1N1C(=O)c2cccc([N+](=O)[O-])c2C1=O	.	2.9%
OC(COC(c1ccc(Cl)cc1)c1ccc(Cl)cc1)CN1CCN(c2ccccn2)CC1 (centres undefined)	4.8	-1.1%
Cc1ccccc1C(=O)NCCc1nnc(SCC(=O)Nc2nc(-c3ccccc3)cs2)n1C	.	4.9%
CCn1c(=O)cc(SCC(=O)N2CCC(C)CC2)c2ccccc21	-3.4	0.5%
(list continues)
SMILES	RmlCD inh 1536	M. tuberculosis GlmU
CCC(C)NC(=O)c1cc(Cl)ccc1OC (centres undefined)	.	-3.8%
Cc1cccc(NC(=S)N2CCC(O)CC2)c1C	.	-6.2%
CCOC(=O)C1=NN(c2ccccc2C)C2=NC(C)=C(C(=O)OC)C(c3cccs3)N12 (centres undefined)	.	3.8%
COc1cccc(-c2csc(N3CCN(C(=O)Nc4ccccc4Cl)CC3)n2)c1	16.8	-1.8%
CCOC(=O)c1ccc(-n2c(CN3CCC(C(N)=O)CC3)nc3ccc([N+](=O)[O-])cc3c2=O)cc1	11.1	1.5%
Oc1ccc(Nc2nc(-c3cccs3)cs2)cc1	11.6	2.4%
O=C(CCCn1cc([N+](=O)[O-])cn1)NCc1ccccc1	11.1	-5.3%
O=C1c2cccc3cccc(c23)N1Cc1ccc(F)cc1	-11.8	-2.0%
Cc1ccc(NC(=O)CSc2nc3ccccc3c3nc(CCc4c(C)n[nH]c4C)nn23)cc1F	-0.5	-1.7%
O=C(c1cc2c(=O)n3ccccc3nc2s1)N1CCOCC1	5.1	.
Oc1c(N=Nc2ccccn2)ccc2ccccc12	-6.2	0.8%
Cn1c[n+](C)cc1/C=N/O	-5.6	-1.8%
Cc1ccc(-n2nnc(-c3nccs3)n2)cc1	.	-0.6%
O=C(Nc1cccc2nsnc12)c1ccc2c(c1)OCO2	.	1.2%
Cc1cc(C(=O)Nn2c(-c3ccncc3)nc3ccccc3c2=O)ccc1[N+](=O)[O-]	4.7	4.0%
O=C(Nc1cccnc1)c1c(O)c2cccc3c2n(c1=O)CC3	.	6.5%
Cc1cccc(OCC(O)Cn2c(-n3nc(C)cc3C)nc3c2c(=O)[nH]c(=O)n3C)c1 (centres undefined)	.	1.2%
COc1ccc(CNC(=O)C2CCC(CNc3c(N4CCCCC4)c(=O)c3=O)CC2)cc1 (centres undefined)	-12.1	4.1%
COc1cc(OC)cc(C(=O)NC2CCN(CC(=O)Nc3cccc4ccccc34)CC2)c1	.	-3.6%
CCC(/C=C1\Sc2ccc(OC)cc2N1CCO)=C\c1sc2ccc(OC)cc2[n+]1CCO	-6.8	-4.6%
CC1=NCC(C)c2c1[nH]c1ccccc21 (centres undefined)	-5.2	-6.1%
CC1CC(C)CN(S(=O)(=O)c2ccc(C(=O)N(c3ccccn3)C3CCCCC3)cc2)C1 (centres undefined)	53.1	-3.2%
COc1ccccc1CNC(=O)c1cc2c(=O)[nH]c3ccccc3c2n1C	-6.1	-3.2%
CCOc1cc(CNC(CC)CO)ccc1OCC(=O)Nc1cccc(C(F)(F)F)c1 (centres undefined)	-6.5	-3.0%
Cc1ccc(S(=O)(=O)CCc2nnc(N)s2)cc1	.	2.5%

Complete entries from above.
CCC(C)NC(=O)c1cc(Cl)ccc1OC (centres undefined) as listed: RmlCD inh 1536 = .; M. tuberculosis GlmU = -3.8%
Oc1c(N=Nc2ccccn2)ccc2ccccc12 as listed: RmlCD inh 1536 = -6.2; M. tuberculosis GlmU = 0.8%

(more compounds)
SMILES	RmlCD inh 1536	M. tuberculosis GlmU
N#Cc1ccc(S(=O)(=O)N2CCCN(c3ccc(C(F)(F)F)cn3)CC2)cc1	-6.6	-3.3%
O=C(CN1CCCC1)Nc1cc(F)ccc1F	4.0	4.5%
Cc1ccc(S(=O)(=O)N2CCCC(C(=O)NCCC(C)C)C2)cc1 (centres undefined)	-4.0	2.5%
Cc1ccccc1OCC(=O)NCCN1CCCC1	-8.1	3.6%
CCN(/C=N/c1sc2c(c1C#N)CC(C)(C)NC2(C)C)CC	.	1.5%
COCCNc1c(-c2cc3ccc(C)c(C)c3[nH]c2=O)nc2ccccn12	-7.7	1.8%
O=C(O)CSc1nc(-c2cccs2)cc(C(F)(F)F)n1	-9.4	1.6%
CCN(CCNS(=O)(=O)c1ccc2[nH]c(=O)sc2c1)c1ccccc1	-6.0	-0.3%
COCc1nc2ccccc2n1Cc1ccccc1C	.	1.4%
COc1ccccc1-n1c(-c2ccccc2)n[nH]c1=S	12.0	1.0%
COc1ccccc1C(=O)C1CCCN(C(=O)c2cc(C(C)C)no2)C1 (centres undefined)	.	5.3%
CCOc1ccccc1C(=O)N1CCOCC1	9.7	3.6%
C=CCn1c(=N)n(CC(O)COc2ccc(OC)cc2)c2ccccc21 (centres undefined)	.	7.5%
CCN(CC)CCNC(=O)c1ccc(NC(=O)c2cn(-c3ccccc3)nc2-c2cccs2)cc1	?	-8.6%
CCCS(=O)(=O)c1c(S(=O)(=O)CCC)c2ccc(C(N)=O)cn2c1C(=O)OC	-9.4	0.9%
CC/C(O)=C1\C(=O)CCCC1=NCCc1c(C)[nH]c2ccc(C)cc12	-1.3	-4.4%

Two compounds drawn at random from the list so far:
SMILES	RmlCD inh 1536	M. tuberculosis GlmU
Cc1ccccc1OCC(=O)NCCN1CCCC1	-8.1	3.6%
COc1ccccc1C(=O)C1CCCN(C(=O)c2cc(C(C)C)no2)C1 (centres undefined)	.	5.3%

High-throughput results from PubChem BioAssay.
